High-throughput results: PubChem, several laboratories
PLAP inhibitors HTS: PLAP enzyme inhibitors, biochemical, luminescence, HTS (AID 690) | hit rate 0.08% among 96,000 | inhibition, % at 20 µM; hits with a dose series show IC50 in µM | purified PLAP, luminescent substrate; higher % means a stronger effect; in the data active means a potency from the dose series; inactive means the rest, 99 in 100 with inhibition below about 30%; further: strong numbers were not always called active
Bcl-B displacement: displacers of TR3 peptide from Bcl-B, primary screen, selectivity assay for Bfl-1 inhibitor project, biochemical, fluorescence polarization; FP displacement of FITC-TR3 peptide from Bcl-B; higher % means a stronger effect; one-dose displacement, % at 20 µM; IC50 in µM for titrated hits; hit rate 0.11% among 96,000;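 active means displacement above 50% at 20 µM plus a fluorescence interference ratio under 1.5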;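 further: plate controls were wells without compound for no effect and wells lacking Bcl-B protein for full effect; a part of the inactive calls stands beside numbers as strong as those of hits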
MRP reversal: reverses drug resistance mediated by MRP; H69AR cells + 2 uM doxorubicin, CellTiter-Glo, 72 h; differential viability (reversal), % at 10 µM; hit rate 0.04% among 85,000;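 active means viability drop by adding the cancer drug above about 55%, with treated viability meeting a 40% cutoff, limit read from the data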;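 further: viability without doxorubicin minus viability with 2 µM doxorubicin for each compound; larger differential means the compound sensitizes cells more to doxorubicin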
NFkB transloc inh: blocks IL-1B driven NFkB nuclear translocation in HUVEC cells; AID 796; hit rate 0.43% among 94,000; HUVEC IL-1B NFkB p65 nuclear translocation imaging; inhibition, % at 2 µM;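 active means inhibition above about 30% together with a positive call from visual inspection of the well image, limit read from the data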;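 further: nuclear over cytoplasmic p65 intensity ratio measured by imaging; 0% = IL-1B stimulated DMSO wells and 100% = unstimulated DMSO wells; values of inactives mirror those of a sister screen read the other way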
NFkB transloc pot: enhances IL-1B driven NFkB nuclear translocation. HUVEC IL-1B NFkB p65 nuclear translocation imaging. activation, % at 2 µM. hit rate 0.3% among 94,000;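 active means activation above 40%, about the mean plus 3 SD, also judged a hit on visual image review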;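 further: percent activation is computed from the nuclear over cytoplasmic p65 intensity ratio; values of inactives mirror those of a sister screen read the other way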
MRP reversal cytotoxicity: recorded beside MRP reversal, whose call it bears; viability, %; H69AR cells, CellTiter-Glo, 72 h; measured here: cytotoxicity without doxorubicin
MRP reversal with doxorubicin: further read-out of MRP reversal, marked with its call; viability, %; measured here: viability with 2 uM doxorubicin; active compounds read low
NFkB transloc inh cell count 2 µM: further read-out of NFkB transloc inh, marked with its call; cell count; measured here: cells passing quality filter;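 raw number of nuclei counted in each imaged well without normalization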
NFkB transloc pot cell count 2 µM: second read-out of NFkB transloc pot, no call of its own (marks repeat the call); cell count; measured here: cells passing quality filter
Starred values were filed as active, the others as inactive; / = not tested or not shown.

SMILES	PLAP inhibitors HTS	Bcl-B displacement	MRP reversal	MRP reversal cytotoxicity	MRP reversal with doxorubicin	NFkB transloc inh	NFkB transloc inh cell count 2 µM	NFkB transloc pot	NFkB transloc pot cell count 2 µM
Fc1ccccc1N1CCN(C(c2ccccn2)c2nnnn2C2CCCCC2)CC1 (stereo not given)	-66%	18%	9	105	96	1	134	-1	134
COC(=O)C(C)N(C(=O)c1cccc(Cl)c1)c1c(C)cccc1C (stereo not given)	-61%	3%	-4	78	82	0	197	0	197
CC(C)(O)C#Cc1ccc(C(=O)N2CCC(C(N)=O)(N3CCCCC3)CC2)cc1	-76%	-2%	-7	95	101	/	/	/	/
COc1ccc(C2C(C(C)=O)=C(C)N=c3s/c(=C\c4ccco4)c(=O)n32)c(OC)c1 (stereo not given)	-43%	-23%	4	91	87	10	199	-10	199
O=C(CCNS(=O)(=O)c1cccc2nsnc12)N1CCN(c2ccccn2)CC1	-47%	-3%	-8	70	78	30	39	-30	39
Cn1c(=O)n(C)c2cc(CN3C(=O)OC(C)(C)C3(C)O)ccc21 (stereo not given)	-8%	-5%	4	83	79	/	/	/	/
COc1cccc(OCCCCSc2ncccn2)c1	8%	-12%	10	95	85	-4	162	4	162
O=C(CCSc1nnc2ccccn12)Nc1ccc(F)cc1	15%	-5%	3	87	83	1	144	-1	144
Oc1ccc(Nc2nc(NCC3CCCO3)c3ccccc3n2)cc1 (stereo not given)	12%	3%	-8	37	45	-11	170	11	170
O=C(Nc1ccccc1)c1cccc(-c2nnc(-c3ccccc3)o2)c1	-12%	-3%	-33	26	59	-6	157	6	157
O=C1c2ccccc2C(=O)C1c1ccncc1	26%	-2%	-8	98	107	4	105	-4	105
CCCn1c(=O)[nH]c(=O)c2c1nc(-c1ccc3c(c1)OCCO3)n2CCN1CCOCC1	-62%	24%	-13	81	94	4	192	-4	192
COc1ccc(N(C(=O)c2ccccc2OC)C2C=CS(=O)(=O)C2)c(OC)c1 (stereo not given)	-5%	-2%	/	/	/	-10	147	11	147
CCn1nnnc1SCC(=O)c1cccc(OC)c1	-22%	0%	14	85	70	2	179	-2	179
Cc1cc(C(=O)N2CCc3ccccc32)c2ccccc2n1	-38%	-16%	6	97	91	-16	106	16	106
O=C(NCc1ccco1)C1CCCN(S(=O)(=O)c2cnc[nH]2)C1 (stereo not given)	11%	5%	-4	87	91	21	144	-21	144
Cc1ccccc1Nc1nc(N)nc(COC(=O)CCS(=O)(=O)c2ccccc2)n1	0%	-11%	2	79	77	/	/	/	/
Cn1c(C(=O)OC(C(=O)NC2CCCC2)c2ccncc2)cc2sccc21 (stereo not given)	-3%	-1%	3	79	76	-4	140	4	140
COc1ccccc1-n1nc(C(=O)Nc2ccc3c(c2)OCO3)c2ccccc2c1=O	12%	-7%	-11	42	54	/	/	/	/
CCS(=O)(=O)N1Cc2ccccc2CC1C(=O)Nc1nc2ccccc2[nH]1 (stereo not given)	-138%	8%	-17	48	64	/	/	/	/
Cc1cccc(Sc2c([N+](=O)[O-])ncn2C)n1	-5%	-7%	/	/	/	12	131	-12	131
CN(C)Cc1nc2ccccc2c(=O)n1Cc1nc(C(C)(C)C)cs1	-68%	-5%	-7	96	103	0	181	0	181
O=C(CSc1ccsc1[N+](=O)[O-])NCCc1ccc(Cl)cc1	2%	-22%	/	/	/	-5	97	5	97
O=C(Nc1ccccc1N1CCCCC1)c1cccs1	20%	-1%	-12	62	74	5	135	-5	135
CCCCC(c1nnnn1CCOC)N1CCN(Cc2ccccc2)CC1 (stereo not given)	/	/	12	89	77	-9	112	9	112
New compounds follow
SMILES	PLAP inhibitors HTS	Bcl-B displacement	MRP reversal	MRP reversal cytotoxicity	MRP reversal with doxorubicin	NFkB transloc inh	NFkB transloc inh cell count 2 µM	NFkB transloc pot	NFkB transloc pot cell count 2 µM
Nc1ccccc1SCc1cn2cccnc2n1	-2%	4%	13	98	85	-8	192	8	192
CCOC(=O)CSc1nc(-c2ccc(OC)cc2)ns1	-19%	1%	17	98	81	0	105	0	105
CC(C)(C)n1nnnc1C(c1ccc(Cl)cc1)N1CCSCC1 (stereo not given)	/	/	-1	82	84	10	98	-10	98
COCc1nnc(NC(=O)CCc2ccccc2)s1	-12%	-8%	21	100	79	-15	126	15	126
CCCCCCCNC1=CC(=O)CC(c2ccco2)C1 (stereo not given)	/	/	11	96	85	0	155	0	155
Cc1ccc(-c2[nH]ncc2/C=C(\C#N)C(=O)NC2CCCCC2)cc1	-62%	12%	/	/	/	3	154	-3	154
O=C(NCCCN1CCOCC1)C1CC(=O)N(CCc2ccccc2)C1 (stereo not given)	4%	-8%	/	/	/	3	149	-3	149
C=CCN1C(=NC(=O)CCC(=O)O)SC2CS(=O)(=O)CC21 (stereo not given)	-1%	-6%	/	/	/	0	114	0	114
O=C(COC(=O)c1n[nH]c(=O)c2ccccc12)c1ccccc1	7%	4%	/	/	/	-4	169	4	169
Cc1ccc(OCc2nc(-c3ccccn3)no2)c(Br)c1	-62%	-5%	-8	67	76	-2	103	2	103
O=C(NCCCN1CCOCC1)C(C(=O)c1ccccc1)n1ccccc1=O (stereo not given)	-3%	2%	-22	91	113	-24	118	24	118
Cn1cccc1C(=O)NC(=O)CSc1nc2ccccc2s1	5%	-8%	1	98	97	5	79	-5	79
Cc1cccc(NC2=C(Cl)C(=O)OC2NC(=O)c2ccccc2)c1 (stereo not given)	0%	2%	8	95	88	-20	51	21	51
Cn1cnnc1Sc1cc(N2CCN(S(=O)(=O)c3ccc(Cl)c(Cl)c3)CC2)ccc1[N+](=O)[O-]	-13%	-4%	/	/	/	6	140	-6	140
Cc1cc2c(=O)n(C)c(SCC(=O)c3cc4ccccc4o3)nc2s1	2%	-4%	-23	45	68	7	85	-7	85
CN1CCN(c2ccccc2NC(=O)Cc2cn(C)c3ccccc23)CC1	-61%	0%	-7	73	80	-5	57	5	57
O=C(NCCCn1ccnc1)c1noc2c1CCCC2	12%	0%	-14	93	107	/	/	/	/
O=C(COC(=O)Cc1cn2ccsc2n1)NCc1ccc2c(c1)OCO2	-6%	-10%	-3	89	93	-4	76	4	76
COc1ccc2nc3sc(C(=O)N4CCN(C)CC4)cc3cc2c1	-40%	-4%	2	78	76	/	/	/	/
CC(O)c1ccc2c(c1)OCCOCCN(C)CCOCCO2 (stereo not given)	-20%	4%	-5	97	103	-8	102	8	102
CCCS(=O)(=O)N1CCCC(C(=O)NC(C)c2ccc3c(c2)OCCO3)C1 (stereo not given)	5%	-7%	2	88	86	-13	133	13	133
O=C1N(Cc2ccc3c(c2)OCO3)c2ccccc2C1(O)c1c[nH]c2ccccc12 (stereo not given)	-10%	-37%	7	83	76	2	88	-2	88
Cc1ccc(N2CCN(/N=C/c3cccs3)CC2)cc1	3%	-6%	/	/	/	-6	146	6	146
CCOC(=O)C1(O)CSc2nc3sc(C(=O)O)c(C)c3c(=O)n21 (stereo not given)	-3%	-2%	14	94	80	-32	154	32	154
COc1c(C(=O)N2CCCC2)ccc2ccccc12	9%	-7%	-6	93	100	-11	114	11	114

Complete entries from above.
`Cn1cnnc1Sc1cc(N2CCN(S(=O)(=O)c3ccc(Cl)c(Cl)c3)CC2)ccc1[N+](=O)[O-]` across the screens: PLAP inhibitors HTS: -13%; Bcl-B displacement: -4%; MRP reversal: /; MRP reversal cytotoxicity: /; MRP reversal with doxorubicin: /; NFkB transloc inh: 6; NFkB transloc inh cell count 2 µM: 140; NFkB transloc pot: -6; NFkB transloc pot cell count 2 µM: 140
`Fc1ccccc1N1CCN(C(c2ccccn2)c2nnnn2C2CCCCC2)CC1` (stereo not given) across the screens: PLAP inhibitors HTS: -66%; Bcl-B displacement: 18%; MRP reversal: 9; MRP reversal cytotoxicity: 105; MRP reversal with doxorubicin: 96; NFkB transloc inh: 1; NFkB transloc inh cell count 2 µM: 134; NFkB transloc pot: -1; NFkB transloc pot cell count 2 µM: 134
`COc1cccc(OCCCCSc2ncccn2)c1` across the screens: PLAP inhibitors HTS: 8%; Bcl-B displacement: -12%; MRP reversal: 10; MRP reversal cytotoxicity: 95; MRP reversal with doxorubicin: 85; NFkB transloc inh: -4; NFkB transloc inh cell count 2 µM: 162; NFkB transloc pot: 4; NFkB transloc pot cell count 2 µM: 162

Six compounds out of the list above, ordered by the number in Bcl-B displacement, low to high:
SMILES	Bcl-B displacement
O=C(COC(=O)Cc1cn2ccsc2n1)NCc1ccc2c(c1)OCO2	-10%
Cn1cccc1C(=O)NC(=O)CSc1nc2ccccc2s1	-8%
Cc1ccc(N2CCN(/N=C/c3cccs3)CC2)cc1	-6%
O=C(NCCCN1CCOCC1)C(C(=O)c1ccccc1)n1ccccc1=O (stereo not given)	2%
O=C(COC(=O)c1n[nH]c(=O)c2ccccc12)c1ccccc1	4%
Cc1ccc(-c2[nH]ncc2/C=C(\C#N)C(=O)NC2CCCCC2)cc1	12%

The main list resumes with the 4 entries that preceded the break.
SMILES	PLAP inhibitors HTS	Bcl-B displacement	MRP reversal	MRP reversal cytotoxicity	MRP reversal with doxorubicin	NFkB transloc inh	NFkB transloc inh cell count 2 µM	NFkB transloc pot	NFkB transloc pot cell count 2 µM
O=C1N(Cc2ccc3c(c2)OCO3)c2ccccc2C1(O)c1c[nH]c2ccccc12 (stereo not given)	-10%	-37%	7	83	76	2	88	-2	88
Cc1ccc(N2CCN(/N=C/c3cccs3)CC2)cc1	3%	-6%	/	/	/	-6	146	6	146
CCOC(=O)C1(O)CSc2nc3sc(C(=O)O)c(C)c3c(=O)n21 (stereo not given)	-3%	-2%	14	94	80	-32	154	32	154
COc1c(C(=O)N2CCCC2)ccc2ccccc12	9%	-7%	-6	93	100	-11	114	11	114
CCc1cc(C(=O)OC)c(NC(=O)c2cc(Br)cs2)s1	12%	-8%	15	98	83	-9	103	9	103
COCc1cc(C)nc(Nc2ccccc2C)c1C#N	-38%	-6%	10	98	88	-2	88	2	88
CSc1cccc(NC(=O)c2cnccn2)c1	5%	2%	10	99	88	-14	182	14	182
CCCC(=O)N(c1ccc2oc(=O)sc2c1)S(=O)(=O)c1ccccc1	4%	-1%	-25	61	86	-4	127	4	127
COc1ccc(C2C(Oc3ccccc3C)C(=O)N2Cc2ccc(F)cc2)cc1OC (stereo not given)	-31%	3%	/	/	/	-11	110	11	110
Cc1ccc(C(=O)N/C(=C\c2cccs2)C(=O)N2CCCCCC2)cc1	4%	1%	14	104	91	2	176	-2	176
C/C(N)=C(/C#N)C(=O)CSc1ccc2c(c1)OCCO2	-13%	-8%	-10	86	96	1	217	-1	217
O=C(NCc1ccc2c(c1)OCO2)C1CCCN(S(=O)(=O)c2cccnc2)C1 (stereo not given)	5%	-2%	-5	90	95	-14	95	14	95
COC(=O)C1C(=O)NCC1c1ccccc1 (stereo not given)	4%	1%	5	99	94	8	179	-8	179
CCOc1cc(C(=S)N2CCCCC2)ccc1OCC(=O)NCc1ccccc1	-35%	-6%	-45	23	68	2	121	-5	40
CN(CCCC(=O)NCc1ccco1)S(=O)(=O)c1ccccc1	2%	-6%	1	91	90	6	82	-6	82
O=C1C2CCCN2C(c2ccc(Cl)cc2)N1c1nccs1 (stereo not given)	/	/	15	117	102	-9	146	9	146
Cc1ccc(CNC(=O)c2oc3ccc(S(=O)(=O)N4CCC5(CC4)OCCO5)cc3c2C)cc1	-45%	-10%	-6	83	89	13	172	-13	172
Cc1c(CN2CCCCC2C)c(=O)n(-c2ccccc2)n1C (stereo not given)	-6%	-3%	4	106	102	12	91	-12	91

A portion of the library; the hit share may differ from the screen's.
